POLI inh – inhibitors of human DNA polymerase iota; Q9UNA4; Pol iota fluorescent replication assay, 10 min; Potency, µM (top dose mostly 115 µM), without a hit: top-dose activity, negative = inhibition, actives largely listed as inhibitors; 390,000 compounds, 1% hits; AID 588590; also: potency is read from the fitted curve at half-maximal effect
Target sequence (Q9UNA4 whole entry, looked up): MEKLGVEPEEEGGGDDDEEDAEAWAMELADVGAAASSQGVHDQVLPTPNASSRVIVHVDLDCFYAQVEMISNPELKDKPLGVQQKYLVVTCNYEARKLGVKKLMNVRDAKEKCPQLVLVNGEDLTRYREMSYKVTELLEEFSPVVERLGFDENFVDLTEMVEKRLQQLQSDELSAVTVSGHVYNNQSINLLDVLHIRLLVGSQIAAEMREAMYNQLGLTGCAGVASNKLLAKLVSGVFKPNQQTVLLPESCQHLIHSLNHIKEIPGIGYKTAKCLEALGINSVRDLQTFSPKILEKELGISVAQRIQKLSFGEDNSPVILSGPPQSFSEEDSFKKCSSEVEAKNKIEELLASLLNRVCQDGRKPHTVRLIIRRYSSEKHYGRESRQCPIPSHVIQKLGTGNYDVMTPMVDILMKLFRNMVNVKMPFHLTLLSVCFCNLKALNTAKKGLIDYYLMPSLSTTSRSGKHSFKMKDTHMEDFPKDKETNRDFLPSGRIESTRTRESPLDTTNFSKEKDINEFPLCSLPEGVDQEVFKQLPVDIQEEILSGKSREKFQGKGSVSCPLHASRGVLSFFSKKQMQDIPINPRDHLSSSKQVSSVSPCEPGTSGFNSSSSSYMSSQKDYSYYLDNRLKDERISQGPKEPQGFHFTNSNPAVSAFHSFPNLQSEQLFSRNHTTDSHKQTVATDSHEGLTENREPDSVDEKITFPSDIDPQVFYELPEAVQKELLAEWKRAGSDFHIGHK
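Pol iota at 10 nM preincubated 15 min with compounds at room temperature; reaction started with fluorescent substrate, 50 nM final. Fluorescence read kinetically at 0 and 10 min; buffer-only wells as negative control.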
Pol kappa inh – inhibitors of human DNA polymerase kappa. 400,000 compounds, 0.53% hits. Potency, µM (highest dose often 107 µM), without a hit: at the highest dose activity, negative = inhibition, most hits filed as inhibitors. purified Pol kappa, fluorescent DNA synthesis assay, 10 min. Q9UBT6; also: potency is read from the fitted curve at half-maximal effect; % is scaled to controls: 0 for no effect and ±100 for the full control effect
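Activity was followed as the change in fluorescence between reads at 0 and 10 min after starting the reaction with 50 nM substrate. Beforehand, 10 nM polymerase had been preincubated with compound for 15 min at room temperature.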
GRP78 ERSR act – inducers of ER stress response in human glioma cells; U87-MG GRP78 promoter luciferase reporter, 16 h; 420,000 compounds, 0.02% hits; AID 602332; Potency, µM, inactives show top-dose activation, hits mostly activators; also: potency is read from the fitted curve at half-maximal effect; series mostly up to about 76 µM; % of control where 0% means no effect; nearly all actives have a fitted effect of over 35% in size
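Stably transfected U87-MG human glioma cells carrying a GRP78-based luminescent sensor were seeded at 1000 cells/well, pin-dosed with compounds and incubated 16 h. Luciferase reagent was then added, and end-point luminescence was read after 10 min at room temperature.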
Anesthetic bind – candidate novel general anesthetic via apoferritin binding | P02791 | apoferritin/1-aminoanthracene competitive binding, fluorescence | Potency, µM (series often up to 77.5 µM), without a hit: top-dose activity change, negative = displacement, usual class: inhibitors | 350,000 compounds, 0.074% hits; also: potency is read from the fitted curve at half-maximal effect; % is scaled to controls: 0 for no effect and ±100 for the full control effect; nearly all actives have a fitted effect of over 20% in size
Target sequence (P02791 2-175 limits assumed): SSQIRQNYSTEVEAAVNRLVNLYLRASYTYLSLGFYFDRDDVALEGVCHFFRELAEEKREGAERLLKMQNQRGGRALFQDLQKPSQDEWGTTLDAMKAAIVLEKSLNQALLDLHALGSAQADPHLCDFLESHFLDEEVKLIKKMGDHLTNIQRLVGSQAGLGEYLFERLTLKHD
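Probe: 1-aminoanthracene (50% saturated, PBS). Protein: horse-spleen apoferritin, 10 uM. Incubation: 10 min, room temperature. Detection: 380 nm excitation, 535 nm emission. Analysis: normalized response, four-parameter Hill.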
LDHA inh – blocks human lactate dehydrogenase A; P00338; purified LDHA, NADH/diaphorase-resazurin fluorescence; hits give low values; activity change, % (values are at about 110 or 230 µM); 480,000 compounds, 0.15% hits; AID 1347041; in the data active = activity change below about -30%; inconclusive = mostly about -25% to -30%;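 also: plate controls were DMSO wells for no effect and wells without enzyme for full effect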
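Human LDH5 at 2 nM final in Tris HCl pH 7.4 with 0.06 mM NADH and 0.2 mM pyruvate, reacted 5 minutes at room temperature. Remaining NADH coupled via diaphorase/resazurin; resorufin fluorescence read at 0 and 20 minutes, normalized to enzyme-free and DMSO wells.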
POLB inh – inhibitors of human DNA polymerase beta; AID 485314; Pol beta primer extension/strand displacement, fluorescence kinetic; P06746; 340,000 compounds, 1.3% hits; Potency, µM (highest dose often 114 µM), without a hit: top-dose activity change, negative = inhibition, most hits filed as inhibitors; also: potency is read from the fitted curve at half-maximal effect; % is scaled to controls: 0 for no effect and ±100 for the full control effect
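Pol beta (10 nM) and compounds were preincubated 15 min at room temperature, then 50 nM substrate (final) started primer extension/strand displacement. Reads were taken at 0 and 10 min; concentration-response data were fitted to a four-parameter Hill equation.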
BLM helicase inh – inhibitors of human Bloom syndrome helicase BLM | AID 2528 | 350,000 compounds, 0.2% hits | recombinant BLM DNA unwinding, fluorescence dequenching | Potency, µM (titrated, usually from 56.1 µM), without a hit: top-dose activity change, negative = inhibition, usual class: inhibitors | P54132;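 also: potency is read from the fitted curve at half-maximal effect; plate controls were vehicle for no effect and no enzyme for full effect; nearly all actives have a fitted effect of over 35% in size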
APE1 inh – APE1 (human) endonuclease inhibition; recombinant APE1, TAMRA/BHQ-2 abasic DNA cleavage fluorescence; Potency, µM (top dose mostly 65.8 µM), for inactives: at the highest dose activity change, negative = inhibition, usual class: inhibitors; 350,000 compounds, 0.35% hits; AID 2517;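 also: potency is read from the fitted curve at half-maximal effect; plate controls were vehicle for no effect and reference inhibitor for full effect; nearly all actives have a fitted effect of over 55% in size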
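Kinetic fluorescence read (525 ex/598 em nm, three reads 60 s apart) of AP-site incision; signal = third minus first read. Enzyme 0.75 nM, dual-labelled THF duplex 50 nM, compound preincubation 15 min RT.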
Pol eta inh – DNA polymerase eta (human) inhibition; recombinant Pol eta, fluorescent DNA replication assay; Potency, µM (doses to about 114 µM), without a hit: at the top dose activity change, negative = inhibition, usual class: inhibitors; 390,000 compounds, 1.2% hits; also: potency is read from the fitted curve at half-maximal effect; % is scaled to controls: 0 for no effect and ±100 for the full control effect
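Fluorescent replication assay: 50 nM final substrate added after a 15 min room-temperature compound preincubation with 10 nM enzyme. Signal taken at 0 min and again at 10 min.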
An asterisk follows results filed as active; ? = inconclusive; . = not tested or not shown; & = joins results of further samples; [ ] = dose if it differs, or a comment. Unless noted, calls follow the shape of the dose curve; as a rule, active = well fitted curve in the direction sought with a large enough effect; inconclusive = small, poorly fitted or top-dose-only effect, or another doubt; inactive = no such curve, though single readings can be large; an effect the other way counts as inactive or inconclusive.

nr	structure	Anesthetic bind	LDHA inh	BLM helicase inh	APE1 inh	POLB inh
1	O=C(COC(=O)C1CC1)Nc1ccc2[nH]c(=O)[nH]c2c1	0%	0	-9%	-3%	-2%
2	O=C(Nc1ccccc1C(=O)Nc1ccccc1C(=O)O)c1ccccc1	7%	-11	-5%	65%[activator]	-16%
3	COc1ccc(/C=C/C(=O)NCCc2ccc(OC)c(OC)c2)cc1	-2%	-7	4%	2%	-9%
4	CC(C)NC(=O)CN(C)S(=O)(=O)c1ccc(F)cc1	-5%	-5	-3%	-2%	9%
5	OCc1nc2ccccc2n1CC(O)COc1ccccc1 (centres undefined)	5%	-3	-3%	1%	-15%
6	COCCNc1nc2c(c(=O)n(C)c(=O)n2C)n1Cc1cccc(C(F)(F)F)c1	5%	4	-8%	17%	0%
7	CCN(CC)C(=O)CSc1nc(N)c(C#N)c(-c2cccs2)c1C#N	47%[activator]	-1	4%	17%	10%
8	COc1ccc(-c2cc(-c3cccnc3)c(C#N)c(N)n2)cc1	10%	-5	-8%	-4%	9%
9	O=C(CSc1nnc(CNc2ccc(F)cc2)n1Cc1ccco1)N1CCCC1	-13%	6	-2%	-1%	6%
10	CC(C)Sc1nc2c(c(=O)[nH]c(=O)n2C)n1CC(O)COc1ccccc1 (centres undefined)	-12%	-2	-1%	?	33%

nr	Pol kappa inh	Pol eta inh	GRP78 ERSR act	POLI inh
1	-16%	-6%	-1%	22%
2	-1%	-4%	-4%	84%[activator]
3	-3%	-13%	-5%	174%[activator]
4	-15%	2%	-3%	-7%
5	0%	-7%	-1%	-10%
6	3%	-17%	-2%	1%
7	2%	-11%	-3%	9%
8	3%	-18%	1%	56%[activator]
9	-10%	4%	-5%	-11%
10	4%	-10%	-1%	107%[activator]

New compounds follow.
nr	structure	Anesthetic bind	LDHA inh	BLM helicase inh	APE1 inh	POLB inh
11	O=C(c1ccco1)N1CCN(C(=S)Nc2ccccc2C(F)(F)F)CC1	3%	5	1%	4%	24%
12	Cc1ccc(N(CC(=O)N/N=C/c2cccnc2)S(=O)(=O)c2ccccc2)cc1	-21%	-3	0%	10%	4%
13	CCC(c1nnnn1Cc1ccc2c(c1)OCO2)N1CCN(c2ccc(OC)cc2)CC1 (centres undefined)	37%[activator]	5	-20%	-7%	-1%
14	Cc1ccc(NC(=O)NCc2ccc3c(c2)CCN3C(=O)c2ccccc2)c(Cl)c1	5%	-5	-4%	.	29%
15	CCCCCc1nnc(N)s1	?	-9	-3%	-1%	10%
16	COc1ccc(CNC(=O)Cn2c(=O)n(CCC(=O)N3CCCCC3)c(=O)c3sccc32)cc1	4%	-4	0%	26%	31%
17	CN(C)CCc1c[nH]c2ccc(Cn3cncn3)cc12	-2%	.	6%	1%	.
18	Cc1cc(F)ccc1NC(=O)C1CCN(S(=O)(=O)c2ccc3c(c2)CCCC(=O)N3)CC1	-4%&-7%	-10&-7	-1%&4%	0%	8%&0%
19	CCN(CC)c1ccc(/C=N/n2c(=S)[nH]nc(C)c2=O)cc1	?	-31*	-12%	-4%	-13%
20	CC(=O)OCC1=C(C(=O)O)N2C(=O)C(NC(=O)COc3ccc(F)cc3)C2SC1 (centres undefined)	.	-12	.	7%	.

nr	Pol kappa inh	Pol eta inh	GRP78 ERSR act	POLI inh
11	-6%	-5%	-4%	-11%
12	-8%	-4%	4%	-9%
13	-14%	-3%	-6%	?
14	-6%[60.1 µM]	-8%	-4%	-7%
15	-12%	1%	-3%	13%
16	-19%	-11%	-5%	-16%
17	-4%[19.4 µM]	.	-1%	.
18	0%	-17%&-13%	-3%&-3%	26%&2%
19	-19%	-6%	-3%	-2%
20	22µM*	8.9µM*	0%	5.6µM*

(list continues)
nr	structure	Anesthetic bind	LDHA inh	BLM helicase inh	APE1 inh	POLB inh
21	Cc1ccc(S(=O)(=O)Nc2cc(S(=O)(=O)N3CCOCC3)ccc2NCC2CCCO2)cc1 (centres undefined)	.	0	.	-15%	.
22	Cc1cc(SCC(=O)NCc2ccccc2)nc(=O)[nH]1	-4%	-2	-1%	.	12%
23	CCCC(=O)N(c1ccc2oc(C)c(C(C)=O)c2c1)S(=O)(=O)c1ccc(C)cc1	-1%	1	-3%	.	5%
24	CC1=C(C(=O)OCC2CCCO2)C(c2ccc(C)o2)C2=C(CC(c3ccc(N(C)C)cc3)CC2=O)N1 (centres undefined)	-17%	.	-10%	-4%	-11%
25	CCOC(=O)N1CCC(N2C(=O)c3ccccc3C2Nc2c(C)cccc2C)CC1 (centres undefined)	-20%	1	-4%	-2%	19%
26	CC(C)C(NC(=O)c1ccco1)C(=O)NC1CCCCCC1 (centres undefined)	-4%	0	-2%	-16%	-5%
27	Cc1cccc(NC(=S)N(CCN(C)C)C(C)c2ccccn2)c1 (centres undefined)	-18%	-5	0%	1%	22%
28	O=C(COc1ccc(Cl)cc1)Nc1ccccc1OCc1cc(=O)n2ccccc2n1	5%	-1	-2%	.	6%
29	CCc1ccccc1NS(=O)(=O)c1ccc2c(c1)NC(=O)CC(=O)N2	15%	-11	-1%	3%	-29%
30	O=C(CCSCc1ccccc1F)N1CCN(c2ccc(F)cc2)CC1	-16%	0	0%	.	17%

nr	Pol kappa inh	Pol eta inh	GRP78 ERSR act	POLI inh
21	-14%	-10%	-4%	-5%
22	-5%[60.1 µM]	-3%	-2%	22%
23	-18%[60.1 µM]	-7%	-3%	-4%
24	.	.	.	.
25	0%	-10%	-3%	-14%
26	7%	-7%	-6%	47%[activator]
27	-5%	-15%	-6%	21%
28	-9%[60.1 µM]	-5%	-2%	-4%
29	-11%	-14%	-4%	8%
30	-5%[60.1 µM]	-5%	0%	22%

Continuation.
nr	structure	Anesthetic bind	LDHA inh	BLM helicase inh	APE1 inh	POLB inh
31	CSCc1nnc(NC(=O)c2ccc(S(=O)(=O)N(CC(C)C)CC(C)C)cc2)o1	?	.	-6%	-9%	12%
32	COc1ccc(NC(=O)CN(Cc2ccccc2)S(C)(=O)=O)cc1OC	-3%	-2	-1%	0%	1%
33	Cc1cc(C)cc(NC(=O)C(=O)NCCCN2CCOCC2)c1	-7%&-9%	-4&-5	-5%&2%	-7%	?
34	Nc1cccc(C(=O)c2ccccc2C(=O)O)c1	.	0	.	.	.
35	Cc1ccc(S(=O)(=O)Nc2ccccc2N(C)S(=O)(=O)c2ccc(C)cc2)cc1	.	-8	.	-8%	.
36	CSCCC(NS(=O)(=O)c1ccc2c(c1)c(=O)n(C)c(=O)n2C)C(=O)NC1CCN(Cc2ccccc2)CC1 (centres undefined)	-3%	-3	2%	?	12%
37	COc1ccccc1N1CCN(C(=O)CSc2nc(C)cc(=O)[nH]2)CC1	13%&-3%	-9&-5	2%&3%	-9%	?
38	COc1ccc(CCNC(=O)CCC(=O)N2CC(C)Oc3ccccc32)cc1OC (centres undefined)	-17%	-6	3%	12%	31%
39	O=C(Nc1cc(Cl)cc(Cl)c1)N1CCN(C(=O)C2CCCO2)CC1 (centres undefined)	-8%	-6	0%	5%	16%
40	CCCC12CN3CCN(CC(C3)/C1=N\NC(=O)c1ccccc1Cl)C2	0%	-3	0%	11%	7%

nr	Pol kappa inh	Pol eta inh	GRP78 ERSR act	POLI inh
31	.	.	.	.
32	-2%	-22%	-5%	7%
33	-10%&-16%	-18%&-19%	-1%&11%	108%&33%[activator]
34	2%	-10%	-2%	-11%
35	-18%	-6%	-3%	-17%
36	-11%	-17%	-5%	33%[activator]
37	0%&-13%	-5%	-4%	19%&6%
38	-10%	-4%	5%	3%
39	-12%	-1%	-5%	8%
40	-6%	-25%	-5%	29%

Other structures.
nr	structure	Anesthetic bind	LDHA inh	BLM helicase inh	APE1 inh	POLB inh
41	CCn1cc(C(=O)NC2CCCCC2)c(=O)c2cc(S(=O)(=O)N(C)C)ccc21	-8%	1	-1%	15%	-1%
42	Cc1ccc(Cl)cc1N1CCN(S(=O)(=O)c2c(C)[nH]c(C)c2C(=O)N2CCCCC2)CC1	-14%	-2&1	-8%	-8%	3%
43	CCN(CC)CCSc1nc(O)c(Cc2ccccc2)c(=O)n1-c1ccccc1	-5%	0	-7%	22%	5%
44	Cc1cccc(C)c1NCC(=O)N1CCN(Cc2ccccc2)CC1	4%	-5	1%	6%	0%

nr	Pol kappa inh	Pol eta inh	GRP78 ERSR act	POLI inh
41	14%	-22%	-4%	9%
42	-3%	-25%	-3%	23%
43	8%	-8%	-2%	15%
44	-5%	-9%	-8%	30%[activator]

Molecules shown so far with an NH in an aromatic ring, in the order listed:
nr	structure	Anesthetic bind	LDHA inh	BLM helicase inh	APE1 inh	POLB inh
1	O=C(COC(=O)C1CC1)Nc1ccc2[nH]c(=O)[nH]c2c1	0%	0	-9%	-3%	-2%
10	CC(C)Sc1nc2c(c(=O)[nH]c(=O)n2C)n1CC(O)COc1ccccc1 (centres undefined)	-12%	-2	-1%	?	33%
17	CN(C)CCc1c[nH]c2ccc(Cn3cncn3)cc12	-2%	.	6%	1%	.
19	CCN(CC)c1ccc(/C=N/n2c(=S)[nH]nc(C)c2=O)cc1	?	-31*	-12%	-4%	-13%
22	Cc1cc(SCC(=O)NCc2ccccc2)nc(=O)[nH]1	-4%	-2	-1%	.	12%
37	COc1ccccc1N1CCN(C(=O)CSc2nc(C)cc(=O)[nH]2)CC1	13%&-3%	-9&-5	2%&3%	-9%	?
42	Cc1ccc(Cl)cc1N1CCN(S(=O)(=O)c2c(C)[nH]c(C)c2C(=O)N2CCCCC2)CC1	-14%	-2&1	-8%	-8%	3%

nr	Pol kappa inh	Pol eta inh	GRP78 ERSR act	POLI inh
1	-16%	-6%	-1%	22%
10	4%	-10%	-1%	107%[activator]
17	-4%[19.4 µM]	.	-1%	.
19	-19%	-6%	-3%	-2%
22	-5%[60.1 µM]	-3%	-2%	22%
37	0%&-13%	-5%	-4%	19%&6%
42	-3%	-25%	-3%	23%

Screens: PubChem, National Center for Advancing Translational Sciences (NCATS)

An excerpt; rates above refer to the full screens.
